Screens deposited in PubChem by Sanford-Burnham Center for Chemical Genomics.
APJ antag: APJ receptor antagonism. P35414. AID 2521. inhibition, % at 20 µM. 330,000 compounds, 0.32% hits. CHO-K1 APJ beta-arrestin complementation, luminescence;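 active means inhibition above about 40% at 20 µM, limit read from the data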;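 further: cells challenged with 10 nM apelin-13 agonist together with compound; plate controls were apelin-13 plus DMSO wells for no effect and DMSO wells lacking apelin-13 for full effect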
Target sequence (P35414 whole entry, looked up): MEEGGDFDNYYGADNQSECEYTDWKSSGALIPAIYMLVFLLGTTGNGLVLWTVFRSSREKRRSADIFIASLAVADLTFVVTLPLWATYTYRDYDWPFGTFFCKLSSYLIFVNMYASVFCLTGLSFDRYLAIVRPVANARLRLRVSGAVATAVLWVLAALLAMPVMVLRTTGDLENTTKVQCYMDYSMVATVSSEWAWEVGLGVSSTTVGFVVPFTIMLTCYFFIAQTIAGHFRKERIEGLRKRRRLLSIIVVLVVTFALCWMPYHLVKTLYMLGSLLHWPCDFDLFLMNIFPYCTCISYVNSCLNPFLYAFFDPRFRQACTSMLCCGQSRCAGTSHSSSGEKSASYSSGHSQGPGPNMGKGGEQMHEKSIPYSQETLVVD
APJ ag: activates the human apelin receptor APJ | CHO-K1 APJ PathHunter beta-arrestin, luminescence; 0% DMSO wells, 100% apelin | activation, % at 20 µM | 330,000 compounds, 0.11% hits | P35414;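 active means activation more than six SD over the plate average, tested at 20 µM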;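 further: 0% = DMSO alone and 100% = apelin-13 at 10 nM; some results filed as inactive read as strong as hits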
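Assay system: engineered CHO-K1 APJ arrestin reporter cells; Amount: 1000 CHO-K1 reporter cells seeded per well; Dosing: one dose, 20 µM compound, 1% DMSO; Times: compound stimulation 90 min at 25 °C, detection 60 min; Measured by: luminescent beta-gal fragment complementation, chemiluminescent substrate; Read-out: APJ–arrestin association signal; Controls: DMSO vs Apelin-13 10 nM.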
UBC13 inh: inhibitors of human UBC13 polyubiquitin chain formation; TR-FRET; inhibition, % at 20 µM; P61088; 330,000 compounds, 0.47% hits; AID 485273; in the data active means inhibition above about 45%, passing the limit was not always enough; inconclusive means no clear call, values can overlap the other calls
Target sequence (P61088 whole entry, looked up): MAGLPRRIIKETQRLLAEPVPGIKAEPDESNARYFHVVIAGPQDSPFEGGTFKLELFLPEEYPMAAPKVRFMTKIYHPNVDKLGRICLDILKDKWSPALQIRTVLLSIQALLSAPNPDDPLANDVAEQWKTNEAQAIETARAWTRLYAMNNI
An asterisk follows results filed as active; ? = inconclusive.

SMILES,APJ ag,UBC13 inh,APJ antag
COc1cc2nc(CN3CCN(C(c4ccccc4)c4ccccc4)CC3)[nH]c(=O)c2cc1OC,-1,-3,-7
Cc1ccc(NC(=O)C(=O)NCc2ccc(/C=N/NC(=O)c3c(C)nc4cc(C)ccn34)o2)cc1,1,-17,-2
CN(C)CC#CCCCCCCC#CCN(C)C,-2,7,2
Cc1ccc(C(=O)CCC(=O)O)cc1,0,2,-7
O=C1NC(Cc2ccccc2)c2nc3cc(F)ccc3c(=O)n2-c2cc(Cl)ccc21 (stereo not given),-3,10,12
O=C(c1cccnc1)N1CCC(c2nc3ccccc3[nH]2)CC1,-2,6,-4
NCc1c(O)ccc2ccccc12,-2,2,-5
Cc1cc(/C=C(\C#N)c2nnc(N3CCOCC3)n2-c2ccccc2)c(C)n1-c1ccccc1,0,-14,19
CCCCc1nnc(NC(=O)COc2ccc3c(C)cc(=O)oc3c2)s1,-6,6,-7
O=C(Oc1ccc([N+](=O)[O-])cc1)c1ccc(Cl)c(S(=O)(=O)N2CCCCC2)c1,-3,2,0
CC1(OC(=O)c2cnc3ccccc3n2)C(=O)C=C2C=C(C3CC3)OC=C2C1=O (stereo not given),7,-71,-6
Cn1nc(OC(=O)Nc2ccc(Cl)cc2)cc1C(F)(F)F,1,-1,5
C/C(N)=C(/C#N)C(=O)CSc1nc2ccccc2c(=O)n1-c1ccc(C)cc1,-1,-3,8
CCOC(=O)C1=C(C)NC(SCC(=O)Nc2nc(C)cs2)=C(C#N)C1c1cccs1 (stereo not given),2,-2,0
CC1(C(=O)NC(=S)N(CCC#N)Cc2cccnc2)CC1(Cl)Cl (stereo not given),-2,1,15
Cc1c(N=C2NC(=O)/C(=C/c3cccc([N+](=O)[O-])c3)S2)c(=O)n(-c2ccccc2)n1C,0,-19,16
CCOc1cccc(C2c3c(oc4ccccc4c3=O)C(=O)N2c2ccccn2)c1 (stereo not given),0,4,17
COc1ccc(CNC(=O)CSc2nc3[nH]ncc3c(=O)n2-c2ccccc2Br)cc1,-1,-4,-27
O=S(=O)(c1ccccc1)N1CCCc2ccccc21,0,-7,-6
COc1ccc(NC(=S)Nc2cc(S(=O)(=O)N3CCCCC3)ccc2OC)cc1,-1,8,8
Cc1cc(C(=O)OCC(=O)Nc2cc(S(=O)(=O)N(C)C)ccc2C)c(C)o1,-3,8,-1
COc1cccc(C(=O)CC(=O)C(=O)Nc2cc(OC)c(OC)c(OC)c2)c1,-2,-8,-2
CCO[C@H]1OC(C(=O)O)=C[C@@H](C2CC2)[C@@H]1CCCO,0,10,6
COc1ccc2nc3sc(C(=O)NCc4cccs4)c(N)c3cc2c1,2,-21,15
Cc1ccc(S(=O)(=O)N2CCN(C3CCC(c4ccccc4)CC3)CC2)cc1 (stereo not given),-5,1,-3

The list continues:
SMILES,APJ ag,UBC13 inh,APJ antag
CCN1CCc2c(OCC(=O)N3CCc4ccccc43)cccc2C1=O,-4,-5,-9
CSCCC(NC(=O)c1ccccc1)C(=O)Nc1ccc(NC(C)=O)cc1 (stereo not given),0,-10,2
O=S1(=O)CCOCCN1Cc1ccc(Cl)cc1Cl,-5,2,6
CCN1CCc2c(OCC(=O)Nc3ccc4c(c3)OCCO4)cccc2C1=O,-1,-4,-20
CC1(C(=O)CSc2ncn[nH]2)CCC(=O)O1 (stereo not given),0,-4,4
O=C(c1ccccc1)[C@H]1[C@H](c2ccccc2)[C@@]2(N=C(c3ccccc3)OC2=O)C2c3ccccc3C=NN21 (stereo not given in full),-4,-1,18
Cn1c(=O)c2c3c(sc2n2c(SCc4ccccc4)nnc12)CCCC3,3,8,22
CC[n+]1c(C)sc2sc3ccccc3c21,5,4,-36
O=C(c1ccco1)N1CCN(c2ncnc3c2[nH]c2ccccc23)CC1,6,9,10
COc1ccc2nc3n(c(=O)c2c1)-c1ccc(Cl)cc1C(=O)NC3Cc1ccccc1 (stereo not given),-2,-2,-4
c1ccc(CSc2nnc3c4ccccc4c4ccccc4c3n2)cc1,-3,-3,-5
COc1ccc2c(c1)C=Cc1ccccc1O2,0,4,2
N#CC1=C(N)SC(N)=C(C#N)C1c1ccc(C(F)(F)F)cc1,-3,?,6
CCSc1nnc(NC(=O)C2CCN(S(=O)(=O)c3c(C)c(C)cc(C)c3C)CC2)s1,1,2,7
CN(C)c1ccc(/C=C(\C#N)C(=O)NCc2ccco2)cc1,0,-22,15
COc1ccc(NC(=O)Cn2cnc3c(nnn3-c3ccc(C)cc3)c2=O)cc1,-4,-3,10
C/C(=C1/C(=O)N(c2ccc([N+](=O)[O-])cc2)N=C1c1ccccc1)N(C)C,-7,-16,49*
CN(C)c1nc(NCc2ccccc2)nc(N/N=C/c2ccccc2F)n1,-4,0,-17
N=C1c2ccccc2CN1c1ccc(N2CCOCC2)c(S(=O)(=O)Nc2ccc(Cl)cc2)c1,-5,-5,-15
Cc1cc(=O)[nH]c2c(C)c(Cl)ccc12,1,-3,10
N#Cc1cc2c(nc1SCc1nc3ccccc3[nH]1)CCC2,-2,8,9
CCOC(=O)c1[nH]c2ccc(F)cc2c1NC(=O)CN1CCc2cc(OC)c(OC)cc2C1,4,7,-18
COC(=O)C(CC(=O)c1ccc(Br)cc1)n1ccnc1 (stereo not given),1,9,18
CC(NC(=O)C1CCC(CNS(=O)(=O)c2ccccc2)CC1)c1ccc2c(c1)OCCO2 (stereo not given),-2,13,9
COCC(=O)Nc1ccc(C(=O)Nc2ccccc2Cl)cc1,-3,3,24

New compounds follow:
SMILES,APJ ag,UBC13 inh,APJ antag
NC(=O)CC[C@@H]1NC(=O)[C@H](CO)NC(=O)c2cc([N+](=O)[O-])cc(I)c2NCC[C@@H](C(N)=O)NC(=O)[C@H](Cc2ccc(O)cc2)NC1=O,-3,-12,9
CC(C)c1ccc2oc3nc(N)c(C(=O)O)cc3c(=O)c2c1,2,6,5
CC(C)(C)NC(=O)CN(Cc1ccc2c(c1)OCO2)C(=O)CNC(=O)c1cccs1,1,-5,-5
COc1ccccc1-c1c(NC(=O)c2ccco2)n(-c2ccccc2)nc(C)c1=O,-2,6,3
C=C1/C(=C\C=C2/CCC[C@]3(C)[C@@H]([C@H](C)/C=C/[C@@H](O)C4CC4)CC[C@@H]23)C[C@@H](O)C[C@@H]1O,12,-25,-3
O=C(O)c1cc(-c2ccc(O)cc2)nc2ccccc12,-4,5,8
CC(=O)Nc1cccc(C(=O)/C=C/c2ccc(/C=C/C(=O)c3cccc(NC(C)=O)c3)cc2)c1,1,1,-7
CCc1ccc(-c2csc(NC(=O)COC(=O)CCc3nc4ccccc4s3)n2)cc1,-5,-4,4
COc1cc(/C=C(\C#N)c2nc3c(s2)CCCC3)ccc1O,-7,-144,33
COc1ccc(O[C@H]2C=C[C@@H](c3ccccc3)O[C@@H]2CO/N=C(\C)CCN2CCc3nc(-c4ccccc4)c(-c4ccccc4)cc3C2)cc1,-3,-11,-40
O=C1CC(C(=O)Nc2ccc(Br)cc2)C2(CCCC2)O1 (stereo not given),-5,20,6
N/C(=N\OC(=O)COc1ccc2ccccc2c1Br)c1cccnc1,-4,-6,-6
CCCCCCNC(=O)N[C@H](C(=O)NCCC[C@H]1CN2C(=NC[C@H]2C)N1CCC(c1ccccc1)c1ccccc1)C(C)O (stereo not given in full),-5,49*,15
Cc1ccc(CN2C(=O)N/C(=C/c3ccc4c(c3)n(C)c(=O)n4C)C2=O)cc1,0,9,9
CN(C)C(=O)NC(O)C(Cl)Cl (stereo not given),-2,3,20
CCCC(C)C(=O)OCC(=O)Nc1ccc(Br)cc1 (stereo not given),1,-17,9
C(=C\c1ccc(/C=C/c2ccccc2)nn1)/c1ccccc1,-1,-12,2
CCCC(=O)NC(Nc1ccccc1F)C(Cl)(Cl)Cl (stereo not given),-5,-2,12
Cc1ccc(C)c(NC(=O)/C(C#N)=C/c2ccc(Sc3nncn3C)c([N+](=O)[O-])c2)c1,44*,1,-5
Nc1nc(CSc2nc3ccccc3s2)nc(Nc2ccccc2)n1,0,12,-2
COC(=O)c1cc(NC(=O)/C=C/c2ccccc2)ccc1O,-1,-3,-7
CCCC[C@@H]1CNC(=O)C(=O)N1CCc1cccc2ccccc12,2,-10,-4
CCOC(=O)c1c(C)[nH]c(C(=O)Nc2ccc(C)c(Cl)c2)c1C,-4,-4,-4
COC(=O)c1cc2c([nH]c3ccccc32)c(C)n1,1,32,-1
O=c1c2sccc2nc(SCc2cc(=O)n3ccccc3n2)n1Cc1ccccn1,-5,0,18

(cont.)
SMILES,APJ ag,UBC13 inh,APJ antag
O=C1C2C3C=CC(C3)C2C(=O)N1CNc1ccc(O)cc1 (stereo not given),8,-15,-16
CC[N+](C)(CC)CCC[n+]1c(-c2ccccc2)c2cc(N)ccc2c2ccc(N)cc21,28,-55,-22
CCC(=O)N1C(=O)C2(Nc3ccccc3N2)c2ccccc21,-3,-6,4
Cc1nn(-c2ccccc2)c(Cl)c1/C=N/NC(=O)CNc1n[nH]c(=O)[nH]c1=O,-1,6,-5
O=C(CN1C(=O)/C(=C/c2c(F)cccc2Cl)Oc2ccccc21)NCc1ccco1,-2,5,-1
COc1ccc2nc3n(c(=O)c2c1)-c1ccccc1C(=O)NC3Cc1ccccc1 (stereo not given),-3,-6,11
COc1ccccc1/C=C1\SC(=S)N(CC(=O)Nc2nnc(C)s2)C1=O,-2,-18,20
COc1ccccc1Nc1nc(-c2sc(NC(=O)c3ccc([N+](=O)[O-])cc3)nc2C)cs1,1,-72,-18
CC(C)(C)C(C(Oc1ccc(Cl)cc1)n1cncn1)n1nnnc1C(c1cccc(Cl)c1)N1CCCCC1 (stereo not given),3,-9,8
COc1cc(/C=N\Nc2ccc([N+](=O)[O-])cn2)ccc1OCC(=O)O,-3,-33,8
Cc1nn(Cc2ccccc2Cl)c(C)c1NC(=O)CSc1n[nH]c(C)c1[N+](=O)[O-],-2,-7,4
CCc1ccccc1NC(=S)NN,-1,2,-16
CCCCc1ccc(NC(=O)COc2ccc(C(=O)Nc3ccccc3C)cc2)cc1,3,-9,4
O=c1c(-c2ccccc2)c1-c1ccccc1,3,-15,10
O=c1oc2ccccc2cc1-c1csc(Nc2nc3ccc(F)cc3s2)n1,-2,-6,20
CC(NC(=O)c1cc(=O)[nH]c2ccc(Br)cc12)c1ccccc1 (stereo not given),-4,3,2
COc1cccc(C(=O)COc2ccc3c(C)c(Cc4ccccc4)c(=O)oc3c2C)c1,0,2,-11
CCn1c(C)nc2cc(C(=O)N=Nc3c(O)[nH]c4c(C)cc(C)cc34)ccc21,6,-15,10
COc1ccc(Nc2nc(-c3sc(NC(C)=O)nc3C)cs2)cc1,-2,-32,5
O=C1CCN(N=Nc2cccc(Cl)c2)N1,0,-16,-5
CCCCCCN(C(=O)CCCCCN1C(=O)NC(c2ccc(-c3ccccc3)cc2)C(C(=O)OCc2ccccc2)=C1C)C(C(=O)NCCCC)c1ccc(-c2ccccc2)cc1 (stereo not given),-4,2,20
COC(=O)[C@@H]1CC[C@H](C)[C@@H](c2ccc(C)cc2)N1C(=O)c1ccc(/C=N/OCC[C@@H]2C=C[C@H](OC(C)=O)[C@@H](COC(C)=O)O2)cc1,0,-7,-5
O=C(Nc1ccc(F)cc1)C1=CC(=O)N2CCN=C2S1,-5,16,9
O=C1C=CC(=O)N1c1ccc(Sc2ccc([N+](=O)[O-])cc2)cc1,-2,-6,-4
COc1cc(/C=C2/C(=N)N3C(=NC2=O)SN=C3S(C)(=O)=O)ccc1OS(=O)(=O)c1ccccc1,-3,-13,16

A different layout for part of the listing above.
COc1ccc(Nc2nc(-c3sc(NC(C)=O)nc3C)cs2)cc1
  APJ ag: -2 | UBC13 inh: -32 | APJ antag: 5

O=C1CCN(N=Nc2cccc(Cl)c2)N1
  APJ ag: 0 | UBC13 inh: -16 | APJ antag: -5

CCCCCCN(C(=O)CCCCCN1C(=O)NC(c2ccc(-c3ccccc3)cc2)C(C(=O)OCc2ccccc2)=C1C)C(C(=O)NCCCC)c1ccc(-c2ccccc2)cc1 (stereo not given)
  APJ ag: -4 | UBC13 inh: 2 | APJ antag: 20

COC(=O)[C@@H]1CC[C@H](C)[C@@H](c2ccc(C)cc2)N1C(=O)c1ccc(/C=N/OCC[C@@H]2C=C[C@H](OC(C)=O)[C@@H](COC(C)=O)O2)cc1
  APJ ag: 0 | UBC13 inh: -7 | APJ antag: -5

(further entries)
SMILES,APJ ag,UBC13 inh,APJ antag
Cc1ccccc1NC(=O)COC(=O)c1cc(=O)c2ccccc2o1,-1,-14,15
CCc1cccc(NC(=O)CSc2nc3c(c(=O)[nH]2)CCCC3)c1,-1,0,12
CCOCC(=O)Nc1ccc(C(=O)Nc2ccccc2Cl)cc1,-3,9,13
CCc1ccc(NC(=S)NNC(=O)c2ccccc2OC(F)F)cc1,-4,-20,15
CC1(C)CC[C@@]2(C(=O)O)C(C1)C1=CCC3[C@@]4(C)CC[C@H](O)C(C)(C)C4CC[C@@]3(C)[C@]1(C)C[C@H]2O (stereo not given in full),3,-10,-27

This is a subset, so the mix of outcomes need not match the whole.
